# MOR-DOR ag: OPRM1-OPRD1 heterodimerization agonism; 340,000 compounds, 0.3% hits; P35372+P41143; activation, % at 9.3 µM; cells, luminescence; in the data active = activation above about 18%;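 also: 0% = vehicle-treated cells and 100% = reference agonist; values of inactives mirror those of a sister screen read the other way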
# RTF Ca sens inh: cardiac RTF calcium desensitization. P19429+P45379. inhibition, % at 7.15 µM. IANBD-labeled cardiac RTF, Ca2+ fluorescence. 340,000 compounds, 0.12% hits. AID 493244;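 active = inhibition above the mean inhibition of all tested compounds plus 3 SD, cut at about 17% in these data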;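 also: assay run at fixed EC70 calcium of 1.6 mM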
# C-LANA FP: inhibitors of KSHV LANA C-terminal domain DNA binding. MBP-C-LANA/FAM-LBS DNA binding, fluorescence polarization. inhibition, % at 9 µM. 340,000 compounds, 0.078% hits;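 active = highest replicate inhibition at or above 60% at 9 µM, even if other replicates fall short; inactive = all replicates below 60% inhibition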;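 also: 0% = neutral control wells and 100% = 4 µM acridine orange control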
# HTR5A inv ctr: counter-screen for OPRM1-OPRD1 inverse agonists: human HTR5A inverse agonism. inhibition, % at 9.3 µM. P47898. HTR5A cell line, luminescence. 340,000 compounds, 0.083% hits. AID 504634; in the data active = inhibition mostly above about 23%, no sharp cut-off; inactive = mostly below about 18%;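 also: 0% = cells with DMSO and 100% = no-cell wells with DMSO; some compounds called inactive have numbers as strong as hits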
# Keap1-Nrf2 PPI: inhibitors of human Keap1-Nrf2 protein-protein interaction. AID 504523. 340,000 compounds, 0.15% hits. Keap1 Kelch-Nrf2 peptide fluorescence polarization, 1536-well. Q14145. inhibition, % at 9.4 µM; in the data active = inhibition above about 12%;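 also: human Keap1 Kelch domain with fluorescein labeled Nrf2 9mer peptide probe; 0% = neutral control wells and 100% = peptide positive control; higher means more block of Keap1 binding to Nrf2 peptide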
# Target sequence (Q14145 whole entry, looked up, the tested form may be a part): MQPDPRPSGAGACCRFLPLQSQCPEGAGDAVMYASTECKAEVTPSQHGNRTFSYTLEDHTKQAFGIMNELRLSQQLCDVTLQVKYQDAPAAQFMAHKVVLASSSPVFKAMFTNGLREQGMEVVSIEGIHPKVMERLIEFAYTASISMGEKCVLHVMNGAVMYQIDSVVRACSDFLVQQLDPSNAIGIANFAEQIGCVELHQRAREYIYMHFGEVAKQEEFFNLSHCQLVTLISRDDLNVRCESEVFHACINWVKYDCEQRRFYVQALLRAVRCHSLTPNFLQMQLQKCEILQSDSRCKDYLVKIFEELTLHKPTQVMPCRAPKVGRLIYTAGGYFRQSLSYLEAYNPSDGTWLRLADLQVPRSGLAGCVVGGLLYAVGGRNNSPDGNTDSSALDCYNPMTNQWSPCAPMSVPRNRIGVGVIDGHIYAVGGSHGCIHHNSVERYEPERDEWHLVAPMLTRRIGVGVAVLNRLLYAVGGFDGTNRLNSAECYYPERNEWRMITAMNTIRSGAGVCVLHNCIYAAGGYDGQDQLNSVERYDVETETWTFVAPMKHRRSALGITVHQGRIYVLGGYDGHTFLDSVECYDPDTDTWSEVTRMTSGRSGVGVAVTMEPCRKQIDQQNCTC
# HTR5A ag ctr: HTR5A agonism, opioid heterodimer counter-screen; P47898; HTR5A agonist assay, luminescence, cell-based; activation, % at 9.3 µM; 340,000 compounds, 0.61% hits; AID 504692; in the data active = activation mostly above about 9.5%, no sharp cut-off; inactive = mostly below about 7.6%;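 also: 0% = cells with vehicle only and 100% = reference agonist; strong numbers were not always called active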
# V-ATPase pHluor: yeast V-ATPase proton transport regulation by pHLuorin; S. cerevisiae, pHLuorin cytosolic pH fluorescence; 350,000 compounds, 0.37% hits; response, % at 10 µM; in the data active = response mostly above about 7.3%, no sharp cut-off; inactive = mostly below about 5.4%; also: actives read high; inactives centre near 0; some compounds called inactive have numbers as strong as hits; reference of the scale not given here
# MOR-DOR inv ag: inverse agonist of human OPRM1-OPRD1 heterodimerization; P35372+P41143; cell-based MOR-DOR heterodimer luminescence, inverse agonism; inhibition, % at 9.3 µM; 340,000 compounds, 0.21% hits; in the data active = inhibition above about 22%, passing the limit was not always enough;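 also: 0% = cells with DMSO and 100% = wells without cells with DMSO; values of inactives mirror those of a sister screen read the other way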
# RTF Ca sens act: increases calcium sensitivity of human cardiac regulated thin filaments; IANBD-labeled TnC RTF fluorescence at EC20 calcium; 0% EC20 calcium, 100% full calcium; activation, % at 7.2 µM; 340,000 compounds, 0.24% hits; AID 493008;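 active = activation above the mean over all tested compounds plus 3 SD, cut at about 30% in these data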;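 also: rise in fluorescence read as greater calcium sensitivity of cardiac thin filaments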
# CAL-PDZ inh HTS: blocks peptide binding to the human CAL PDZ domain. inhibition, % at 24.9 µM. Q9HD26. purified CAL PDZ, TMR-peptide fluorescence polarization, 1 h. 300,000 compounds, 0.92% hits;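 active = mean inhibition of at least 30% with at least half of replicates also reaching 30%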;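 also: 0% = DMSO neutral control and 100% = excess unlabeled competitor peptide PRC23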
# * hit, by the source's call; · = not tested or not shown.
SMILES,MOR-DOR ag,RTF Ca sens inh,C-LANA FP,HTR5A inv ctr,Keap1-Nrf2 PPI,HTR5A ag ctr,V-ATPase pHluor,MOR-DOR inv ag,RTF Ca sens act,CAL-PDZ inh HTS
Cc1ccc(C)c(NS(=O)(=O)c2ccc(-c3ccc(=O)[nH]n3)o2)c1,-1.4,4.7,0.1,-18.1,-4.9,0.4,1.8,7.2,4.2,-1.3
Cc1cccc(C(=O)NNC(=O)c2ccc(NS(=O)(=O)c3cccs3)cc2)c1C,-2.3,-2.8,-3.6,-7.6,-4.8,2.7,1.4,9.5,-2.0,-0.1
CC(=O)/C(=N\Nc1cccc(Cl)c1)Sc1cccc2cccnc12,0.9,-4.0,-1.0,-8.2,1.4,0.6,2.6,-4.9,-6.6,-5.0
N=c1oc2ccc(Br)cc2cc1C(=O)NCc1ccc(F)cc1,-1.3,1.2,0.8,-4.8,-3.0,-2.3,8.1,4.3,-3.4,-0.7
CCC(C(=O)OCC(=O)NCc1ccc2c(c1)OCO2)c1ccccc1 (configuration not stated),-2.3,-1.2,2.0,-7.5,-4.6,-0.1,2.6,9.2,-0.5,-4.8
CNC(=O)CSc1nnc(-c2ccco2)n1-c1ccc(C)cc1,-1.2,-7.7,2.2,-2.2,-4.5,0.8,-0.4,7.2,-0.1,-9.3
CN(C)C(=O)CCc1ccc2c3c([nH]c2c1)[C@]1(C)[C@@H](C(=O)N2CCOCC2)C[C@H](CC(=O)NCCCn2ccnc2)C(=O)N1CC3,-2.9,-7.9,2.4,3.5,-5.3,-1.0,-1.3,14.3,-1.9,-0.4
CCN(CC)C(=O)[C@H]1CC(CC(=O)NC/C=C(\C)CCC=C(C)C)C(=O)N2CCc3c([nH]c4ccc(OC)cc34)[C@]12C (some centres not stated),-0.6,-3.7,0.4,3.6,4.0,-1.0,2.1,3.0,0.1,0.4
Cc1ccc(C(=O)NNC(=O)c2ccoc2C)s1,-0.8,3.9,0.8,6.6,-5.7,-0.8,-3.1,5.5,-3.4,-2.1
CC(C)CC(NC(=O)C1CCC(C)CC1)C(=O)NCc1cccnc1 (configuration not stated),-3.1,-10.3,-1.0,0.6,-2.8,2.8,2.3,17.4,5.6,0.1
COc1cc(/C=C2\NC(=S)NC2=O)ccc1OCc1cccc(C(=O)O)c1,-2.9,2.6,-0.9,8.5,-5.1,-2.3,0.3,13.1,4.8,·
COc1ccc(-c2cc(C)nc(SCC(=O)c3cccc([N+](=O)[O-])c3)n2)cc1,-1.9,1.6,0.5,-11.3,-3.1,-1.2,2.0,9.7,2.2,·
O=C(c1cc(COc2c(F)cccc2F)on1)N(Cc1ccccc1)CC1CC1,4.7,-6.8,0.7,11.7,-1.0,0.3,-3.6,-25.4,-6.0,63.7*

# Arranged by molecular weight (smallest number first): some entries from above
SMILES,MOR-DOR ag,RTF Ca sens inh,C-LANA FP,HTR5A inv ctr,Keap1-Nrf2 PPI,HTR5A ag ctr,V-ATPase pHluor,MOR-DOR inv ag,RTF Ca sens act,CAL-PDZ inh HTS
CNC(=O)CSc1nnc(-c2ccco2)n1-c1ccc(C)cc1,-1.2,-7.7,2.2,-2.2,-4.5,0.8,-0.4,7.2,-0.1,-9.3
O=C(c1cc(COc2c(F)cccc2F)on1)N(Cc1ccccc1)CC1CC1,4.7,-6.8,0.7,11.7,-1.0,0.3,-3.6,-25.4,-6.0,63.7*
CCN(CC)C(=O)[C@H]1CC(CC(=O)NC/C=C(\C)CCC=C(C)C)C(=O)N2CCc3c([nH]c4ccc(OC)cc34)[C@]12C (some centres not stated),-0.6,-3.7,0.4,3.6,4.0,-1.0,2.1,3.0,0.1,0.4

# In a second layout: entries from further up.
SMILES | MOR-DOR ag | RTF Ca sens inh | C-LANA FP | HTR5A inv ctr | Keap1-Nrf2 PPI | HTR5A ag ctr | V-ATPase pHluor | MOR-DOR inv ag | RTF Ca sens act | CAL-PDZ inh HTS
CN(C)C(=O)CCc1ccc2c3c([nH]c2c1)[C@]1(C)[C@@H](C(=O)N2CCOCC2)C[C@H](CC(=O)NCCCn2ccnc2)C(=O)N1CC3 | -2.9 | -7.9 | 2.4 | 3.5 | -5.3 | -1.0 | -1.3 | 14.3 | -1.9 | -0.4
CCN(CC)C(=O)[C@H]1CC(CC(=O)NC/C=C(\C)CCC=C(C)C)C(=O)N2CCc3c([nH]c4ccc(OC)cc34)[C@]12C (some centres not stated) | -0.6 | -3.7 | 0.4 | 3.6 | 4.0 | -1.0 | 2.1 | 3.0 | 0.1 | 0.4
Cc1ccc(C(=O)NNC(=O)c2ccoc2C)s1 | -0.8 | 3.9 | 0.8 | 6.6 | -5.7 | -0.8 | -3.1 | 5.5 | -3.4 | -2.1
CC(C)CC(NC(=O)C1CCC(C)CC1)C(=O)NCc1cccnc1 (configuration not stated) | -3.1 | -10.3 | -1.0 | 0.6 | -2.8 | 2.8 | 2.3 | 17.4 | 5.6 | 0.1
COc1cc(/C=C2\NC(=S)NC2=O)ccc1OCc1cccc(C(=O)O)c1 | -2.9 | 2.6 | -0.9 | 8.5 | -5.1 | -2.3 | 0.3 | 13.1 | 4.8 | ·
